A549 tox – A549 cytotoxicity, counter-screen for Nrf2 inhibitors. A549 ARE-Fluc cells, CellTiter-Fluor viability, 18-24 h. Potency, µM (top dose mostly 46 µM), inactives show at the top dose activity change, negative = cytotoxicity, most hits filed as inhibitors. actives 0.16% (n = 390,000); also: % is scaled to controls: 0 for no effect and ±100 for the full control effect
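A549 ARE-Fluc cells in 5% FBS OPTI-MEM, 5000 cells/well, rested 2 h then exposed to compounds in concentration-response for 18-24 h at 37 °C. Viability by CellTiter-Fluor fluorescence (Ex 405/Em 525) after 30 min; luciferase luminescence (BugLite, 15 min, RT) read afterwards.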
EPAC2 antagonist – EPAC2 (human) antagonism | EPAC2 GEF exchange of Rap1B-BODIPY-GDP, fluorescence | Potency, µM (series often up to 114 µM), without a hit: at the highest dose activity, negative = inhibition, hits mostly inhibitors | actives 0.18% (n = 360,000); also: % is scaled to controls: 0 for no effect and ±100 for the full control effect; nearly all actives have a fitted effect of over 45% in size; many of its hits are not listed in these tables
Target sequence (Q8WZA2 whole entry, looked up): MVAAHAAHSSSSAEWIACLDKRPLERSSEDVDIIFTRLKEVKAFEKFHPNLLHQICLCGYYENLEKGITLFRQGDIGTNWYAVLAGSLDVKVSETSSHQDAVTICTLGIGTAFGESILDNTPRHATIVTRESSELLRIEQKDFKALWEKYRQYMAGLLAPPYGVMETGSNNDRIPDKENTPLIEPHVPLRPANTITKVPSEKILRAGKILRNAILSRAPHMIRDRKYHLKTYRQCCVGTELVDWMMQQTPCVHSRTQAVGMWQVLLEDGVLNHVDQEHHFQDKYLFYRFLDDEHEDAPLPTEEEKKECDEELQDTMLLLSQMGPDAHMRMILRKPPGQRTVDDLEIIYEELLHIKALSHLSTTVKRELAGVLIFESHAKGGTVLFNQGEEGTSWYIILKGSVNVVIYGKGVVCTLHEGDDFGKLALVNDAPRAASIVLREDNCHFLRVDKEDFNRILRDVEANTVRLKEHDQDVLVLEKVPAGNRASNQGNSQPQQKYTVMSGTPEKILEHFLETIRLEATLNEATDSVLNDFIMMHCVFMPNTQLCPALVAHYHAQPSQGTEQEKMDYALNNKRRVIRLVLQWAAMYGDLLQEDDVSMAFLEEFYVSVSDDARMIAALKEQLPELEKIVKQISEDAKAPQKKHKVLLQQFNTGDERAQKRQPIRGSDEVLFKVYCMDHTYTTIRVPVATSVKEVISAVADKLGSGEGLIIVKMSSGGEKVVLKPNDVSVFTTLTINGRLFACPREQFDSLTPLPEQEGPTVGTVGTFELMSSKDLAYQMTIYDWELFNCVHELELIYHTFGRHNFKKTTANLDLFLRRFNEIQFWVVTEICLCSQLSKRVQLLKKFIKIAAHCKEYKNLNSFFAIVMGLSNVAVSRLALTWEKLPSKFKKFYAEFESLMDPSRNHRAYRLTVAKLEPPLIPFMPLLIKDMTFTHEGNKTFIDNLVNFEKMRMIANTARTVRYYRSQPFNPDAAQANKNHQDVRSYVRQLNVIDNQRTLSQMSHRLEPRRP
MCF10A rereplic – inducers of DNA re-replication in MCF 10A breast cells; MCF 10A DNA re-replication, Hoechst nuclear intensity, 48 h; Potency, µM (doses to about 46.1 µM), inactives show at the highest dose activity, positive = re-replication, actives largely listed as activators; actives 2.9% (n = 350,000); AID 624296; also: % of control where 0% means no effect; nearly all actives have a fitted effect of over 50% in size
ATXN2 expr inh – inhibitors of ATXN2 expression | HEK-293 ATXN2-luciferase reporter, luminescence, 24 h | Potency, µM (titrated, usually from 57 µM), for inactives: top-dose activity change, negative = inhibition, hits mostly inhibitors | actives 0.72% (n = 360,000); also: % is scaled to controls: 0 for no effect and ±100 for the full control effect; nearly all actives have a fitted effect of over 55% in size
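qHTS (up to 57 uM final) was run with 24 h compound exposure of reporter cells at 37 °C. Each well was multiplexed: SteadyGlo luminescence measured ATXN2-luciferase expression after a fluorogenic Gly-Phe-AFC viability readout (25 uM final).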
Nrf2 inh – blocks Nrf2 signaling. A549 ARE-Fluc reporter, luciferase luminescence, 18-24 h. Potency, µM (doses to about 46 µM), for inactives: at the top dose activity change, negative = inhibition, hits mostly inhibitors. actives 2.1% (n = 360,000); also: % is scaled to controls: 0 for no effect and ±100 for the full control effect; nearly all actives have a fitted effect of over 60% in size
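Two sequential reads on A549 ARE_Fluc cells exposed to compound for 18-24 h: a CellTiter-Fluor fluorescence read for viability, then a luciferase luminescence read for Nrf2/ARE activity.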
ATXN viability – cell viability loss in ATXN counter-screen | S2 cells (HEK-293 line with an ATXN2-luciferase reporter) viability, CellTiter-Fluor protease fluorescence, 24 h | Potency, µM (doses to about 56.7 µM), usual class: cytotoxic | actives 0.49% (n = 400,000) | AID 651635; also: nearly all actives have a fitted effect of over 40% in size
HepG2 viability – HepG2 cytotoxicity, counter-screen for TGF-b inhibitors. HepG2 CAGA-GFP viability, ATP luminescence, 18 h. actives 0.76% (n = 410,000). Potency, µM (highest dose often 46.1 µM), for inactives: top-dose activity change, negative = cytotoxicity, hits mostly cytotoxic; also: some results filed as inactive show a strong effect at the top dose
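HepG2 CAGA-GFP cells (1000/well, DMEM with 1% FBS) received compound, then TGF-beta at 500 pg/mL final, and were incubated 18 hours at 37 degrees C. Viability was read by CellTiter-Glo luminescence. Media-only wells were set as complete cell-killing and DMSO as no toxicity.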
TGFb inhibitor – blocks TGF-b signaling. HepG2 CAGA-GFP TGF-b/SMAD3 reporter, GFP fluorescence, 18 h; TGF-beta stimulated, 500 pg/mL final. actives 1.2% (n = 410,000). Potency, µM (titrated, usually from 46.1 µM), inactives show at the top dose activity, negative = inhibition, actives largely listed as inhibitors; also: % is scaled to controls: 0 for no effect and ±100 for the full control effect; nearly all actives have a fitted effect of over 65% in size
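Per well, imaged GFP fluorescence of HEPG2 CAGA-GFP cells gives the signal; cells get compound, then TGF-beta (500 pg/mL final), 18 h at 37 degrees C; %Activity versus -TGF-beta and +DMSO controls.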
Nrf2 activator – Nrf2 pathway activation. Potency, µM (highest dose often 46.1 µM), for inactives: top-dose activation, usual class: activators. actives 0.31% (n = 410,000). AREc32 ARE-luciferase reporter (MCF7-derived line), luminescence, 24 h; also: % of control where 0% means no effect; nearly all actives have a fitted effect of over 65% in size
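ARE-driven firefly luciferase activity in AREc32 cells measured after a 24 hr compound exposure at 37 deg C, using Steady-Glo reagent and a 30 min room-temperature hold.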
The depositor's hits bear a star; i = inactive; ? = inconclusive; . = no result given; [ ] = dose if it differs, or a comment. Calls follow the shape of the dose curve; as a rule, active = well fitted curve in the direction sought with a large enough effect; inconclusive = small, poorly fitted or top-dose-only effect, or another doubt; inactive = no such curve, though single readings can be large; an effect the other way counts as inactive or inconclusive. Potency is read from the fitted curve at half-maximal effect. The list is partial. The share of hits here may be higher or lower than overall.

Molecule,A549 tox,EPAC2 antagonist,MCF10A rereplic,ATXN2 expr inh,Nrf2 inh,ATXN viability,HepG2 viability,TGFb inhibitor,Nrf2 activator
Cc1ccc(C2(C)NC(=O)N(CC(=O)N(c3ccccc3)C3CCS(=O)(=O)C3)C2=O)cc1 (configuration not stated),2%,8%,4%,1%,16%,i,-6%,-1%,-1.6%
CS(=O)(=O)N1CCC(Oc2ccccc2C(=O)N2CCN(CC3CC3)CC2)CC1,0%,4%,1%,3%,-12%,i,0%,2%,-1.0%
COc1ccc(C2C(C(=O)Nc3ccc(OC)c(OC)c3)c3ccccc3C(=O)N2C)cc1 (configuration not stated),-9%,10%,12%,-10%,-17%,i,-10%,4%,-0.4%
COc1ccc(CNC(=O)CCC2N=C3c4ccccc4N=C(SCC(=O)NCC4CCCO4)N3C2=O)cc1 (configuration not stated),0%,13%,-2%,6%,12%,i,-28%,?,-0.5%
CCN(CC)S(=O)(=O)c1nnc(NC(=O)c2ccccc2Cl)s1,8%,.,.,.,-9%,.,-29%,?,0.6%
CC(=O)Nc1c(Nc2ccccc2)c2ccccc2oc1=O,3%,-6%,4%,-2%,8%,i,3%,0%,2.4%
CCOc1ccc(CNC(=O)C2CCCN(c3nc4c(C)cc(C)cc4s3)C2)cc1 (configuration not stated),-1%,.,.,.,?,.,-8%,-4%,4.5%
O=C(Cc1ccccc1)Nc1ccc(C(=O)NCc2ccccc2)cc1,1%,0%,-2%,-9%,-11%,?,10%,19%,-0.5%
CCCCCC(=O)N1C[C@H](O)[C@@H](n2cc(COC(=O)c3ccccc3)nn2)C[C@@H]1c1ccccc1,.,-2%,.,-5%,.,i,-14%,-1%,-0.8%
CCC(O)(CC)C(=O)N(Nc1ccc(C)cc1)c1ccc(C)cc1,-7%,-8%,-8%,-7%,3%,i,-12%,-9%,0.2%
Cc1ccc(Nc2c(-c3ccc(N4CCOCC4)cc3)nc3ccc(C)cn23)cc1,7%,.,.,10%,3%,i,1%,8%,-1.2%
COc1ccc(Oc2ccc(C(F)(F)F)cc2NC(=O)CC(CC(=O)O)c2ccccc2)cc1 (configuration not stated),0%,-7%,0%,2%,-10%,i,-3%,0%,0.1%
NS(=O)(=O)c1ccc(CCNC(=O)COC(=O)COc2cccc(C(F)(F)F)c2)cc1,-1%,-6%,0%,-4%,10%,i,2%,3%,0.2%
O=C(NC(Cc1c[nH]c2ccccc12)C(=O)O)c1cccs1 (configuration not stated),-3%,16%,-41%[inhibitor],-2%,-4%,i,1%,-20%,0.1%
O=C(O)CSC(NC(=O)c1cccnc1)(C(F)(F)F)C(F)(F)F,8%,-4%,1%,-2%,1%,i,-2%,10%,0.4%
Cc1ccc(CN(C)CCc2ccccn2)cc1,3%,17%,-2%,-17%,.,i,3%,12%,-0.6%
COc1ccccc1OCc1ccc(C(=O)N/N=C/c2ccco2)cc1,-6%,0%,0%,7%,-14%,i,1%,-8%,-0.3%
Cc1[nH]c2ccc(C(=O)NCCCN3CCN(C)CC3)cc2c1C,-1%,-2%,2%,-13%,10%,i,-3%,-3%,0.0%
CCC(C)NC(=O)CCc1c(C)nc2cc(-c3ccc(OC)cc3OC)nn2c1C (configuration not stated),2%,.,.,5%,-18%,i,6%,23%,-0.3%
CCC(=O)N1CCc2cc(Br)cc(S(=O)(=O)CCC(=O)NCc3ccc(C)cc3)c21,10%,.,.,-4%,-25%[9.27 µM],i,0%,-12%,-0.2%
C/C=C\C(=O)Nc1cccc(C2=NOC3(C2)C[C@@H](C(N)=O)N(C(=O)CCCCC)C3)c1 (some centres not stated),12%,-2%,-6%,0%,6%,i,2%,-1%,-0.4%
COc1ccc(NC(=O)CSc2nnc(Cc3cccs3)n2C)cc1,-2%,-3%,-3%,-8%,-9%,i,1%,18%,0.1%
Cc1cccc(OCCCCCN2CCOCC2)c1C,-1%,1%,15%,-2%,3%,i,-17%,9%,2.5%
Cc1ccc(S(=O)(=O)N2CCCCC2)cc1NC(=O)c1ccccn1,2%,11%,-1%,-31%,-21%,i,-18%,-2%,-0.2%
Cc1ccc(-c2cn3c(n2)sc2cc(C(=O)NC4CCCCCC4)ccc23)cc1,-1%,.,.,.,18%,.,-7%,13%,4.2%

Reprinted from the part before: three entries, then new ones.
Molecule,A549 tox,EPAC2 antagonist,MCF10A rereplic,ATXN2 expr inh,Nrf2 inh,ATXN viability,HepG2 viability,TGFb inhibitor,Nrf2 activator
Cc1cccc(OCCCCCN2CCOCC2)c1C,-1%,1%,15%,-2%,3%,i,-17%,9%,2.5%
Cc1ccc(S(=O)(=O)N2CCCCC2)cc1NC(=O)c1ccccn1,2%,11%,-1%,-31%,-21%,i,-18%,-2%,-0.2%
Cc1ccc(-c2cn3c(n2)sc2cc(C(=O)NC4CCCCCC4)ccc23)cc1,-1%,.,.,.,18%,.,-7%,13%,4.2%
CCN(CC)c1nc(C)c2c(c1C#N)CC(C)(C)OC2,0%,-3%,-4%,2%,.,?,4%,0%,0.1%
COc1cccc(C(=O)NCc2cn3ccccc3n2)c1,-1%,.,.,.,23µM*,.,-19%,0%,9.2%
O=C(CSc1nnc2sc3ccccc3n12)N1CCN(c2ccccc2)CC1,10%,0%,1%,-3%,.,i,1%,-4%,-0.1%
COc1ccc2c(c1)C(c1ccccc1)=NNC(c1ccco1)=N2,9%,5%,-2%,2%,1%,i,6%,-9%,3.9%
CCOCCCNC(=O)C(c1ccccc1)N(Cc1cccs1)C(=O)CNC(=O)c1ccccc1 (configuration not stated),2%,1%,-1%,-2%,4%,i,1%,-6%,-0.2%
O=C(c1cccc(NS(=O)(=O)c2cccc(F)c2)c1)N1CCN(c2ccccc2)CC1,0%,1%,7%,-10%,-24%,i,-3%,1%,-0.8%
NC(c1csc(NC(=O)Nc2ccc(OC(F)(F)F)cc2)n1)C1CCCCC1 (configuration not stated),.,17%,.,?,.,?,7.9µM*,8.9µM*,-3.9%
COc1cccc(CN2CCC(n3nccc3NC(=O)CCCc3ccccc3)CC2)c1,-3%,-6%,?,-24%,3%,i,-34%,?,0.4%
C[C@H](CO)N1C[C@H](C)[C@@H](CN(C)Cc2ccc(-c3ccccc3)cc2)Oc2c(NC(=O)Cc3ccccc3)cccc2C1=O,-18%,?,?,?,?,?,0%,?,-0.5%
CCOC(=O)N1CCN(C(=O)c2ccc(NS(C)(=O)=O)cc2)CC1,2%,4%,1%,1%,-21%,i,-3%,-12%,-0.4%
COC(=O)C1C(=O)C2=C(CC1C)NC(C)=C(C(=O)OCc1ccc(OC)cc1)C2c1ccc(C)o1 (configuration not stated),0%,-13%,13%,-1%,-22%,i,-22%,-12%,3.2%
Cc1cccc(N2C(=O)N(Cc3cc(=O)n4ccccc4n3)c3ccccc3S2(=O)=O)c1,-21%,.,.,-8%,.,i,-46%,?,0.2%
COc1cc(/C=N/NC(=O)CSc2cc(C)c(Br)cc2C)ccc1O,-3%,-7%,?,-10%,16%,i,-26%,0%,1.8%
COc1cc(/C=C2\C(=O)N(CCC#N)N=C2C)c(Br)cc1OC(C)C,-4%,3%,5%,-10%,16%,?,-3%,0%,0.2%
COCC(=O)Oc1c(Sc2ccccc2[N+](=O)[O-])c(C)nn1C(C)(C)C,-2%,56µM*,-2%,-31%,?,i,2%,-15%,0.2%
COc1ccc(NC(=O)C2C3C=CC4(O3)C2C(=O)N(CCN2CCCCC2C)C4C(=O)NC2CCCCC2)cc1 (configuration not stated),-6%,4%,-8%,-20%,7%,?,-8%,6%,-0.6%
C=CC[C@H](CC(=O)N(CCO)Cc1ccccc1)C(=O)N[C@@H](C)COC(=O)[C@H](CC=C)CC(=O)OC(C)(C)C,0%,-3%,16%,-7%,7%,i,-23%,?,1.2%
CN(C)CCN(C(=O)c1ccc(S(=O)(=O)N(C)c2ccccc2)cc1)c1nc2ccc(Cl)cc2s1,8%,-10%,0%,4%,2%,i,-14%,-5%,0.2%
Cc1ccc2sc(N(CCCN(C)C)C(=O)c3ccc(S(=O)(=O)N(C)C4CCCCC4)cc3)nc2c1C,-22%,-2%,23µM*,?,-5%,.,-112%,?,-2.1%
COc1ccc(-c2nc3ccc(C)cn3c2CC2CCCCC2)cc1OC,.,?,.,-6%,.,?,-52%,?,6.9%
CCNC(=S)N1CCN(CCNC2=CC(=O)CC(C)(C)C2)CC1,-3%,4%,10%,.,9%,i,0%,9%,-0.1%
C=CCn1c(=NC(=O)C2COc3ccccc3O2)sc2cc(S(N)(=O)=O)ccc21 (configuration not stated),0%,0%,19%,-2%,-7%,i,-1%,19%,5.6%

3 entries from above, arranged by the number in TGFb inhibitor, largest number first:
| Compound | EPAC2 antagonist | TGFb inhibitor | Nrf2 activator |
| --- | --- | --- | --- |
| O=C(c1cccc(NS(=O)(=O)c2cccc(F)c2)c1)N1CCN(c2ccccc2)CC1 | 1% | 1% | -0.8% |
| COc1cccc(C(=O)NCc2cn3ccccc3n2)c1 | . | 0% | 9.2% |
| COCC(=O)Oc1c(Sc2ccccc2[N+](=O)[O-])c(C)nn1C(C)(C)C | 56µM* | -15% | 0.2% |

Results in MCF10A rereplic, for 2 of the compounds above:
structure,MCF10A rereplic
CCOCCCNC(=O)C(c1ccccc1)N(Cc1cccs1)C(=O)CNC(=O)c1ccccc1 (configuration not stated),-1%
O=C(c1cccc(NS(=O)(=O)c2cccc(F)c2)c1)N1CCN(c2ccccc2)CC1,7%

Bioassay records as filed in PubChem BioAssay.
